# Assay outcomes from PubChem.
# Hsp70 inhibitors – Hsp70 inhibitors, probe displacement, primary screen, biochemical, fluorescence polarization (AID 583). displacement, % at 20 µM, or IC50 in µM where a hit was titrated. Hsp70 fluorescence polarization probe displacement, mP; higher % means a stronger effect. 0.06% of 140,000 active; in the data active = displacement above about 50%;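 also: plate controls were vehicle for no effect and reference ligand for full effect; a part of the inactive calls stands beside numbers as strong as those of hits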
# MKP-3 inhibition – inhibition of rat DUSP6 enzyme activity – biochemical, in vitro, primary screen (AID 425); recombinant MKP-3 phosphatase activity, fluorescence; higher % means a stronger effect; 0.17% of 110,000 active; one-dose inhibition, % at 20 µM; IC50 in µM for titrated hits; in the data active = inhibition above about 50%;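 also: plate controls were vehicle for no effect and reference inhibitor for full effect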
# Numbers without * were called inactive; nt = no result given.
# Each structure is followed by: Hsp70 inhibitors	MKP-3 inhibition
Cc1ccc(S(=O)(=O)NCCOc2nc(N3CCOCC3)nc(N3CCOCC3)n2)cc1
  4.5%	nt
CCCC(C(=O)NC1CCCC1)N(Cc1ccc2c(c1)OCO2)C(=O)c1snc(C(N)=O)c1N (stereo not given)
  -1.0%	nt
COC(=O)CNC(=O)c1ccc(=O)oc1
  -3.1%	0%
Cc1cccc(C(=O)O)c1NC(=O)c1cccc([N+](=O)[O-])c1
  -1.1%	-2%
COCCCNC(=O)C1CCN(S(=O)(=O)N(CC(C)C)CC(C)C)CC1
  4.1%	2%
N/C(=N/c1nc2ccccc2o1)NC(=O)Nc1ccccc1
  -2.2%	2%
O=C(c1ccc(F)cc1)N1CCN(C2C3CC4CC(C3)CC2C4)CC1 (stereo not given)
  -2.1%	3%
CCOc1ccc(-c2nnc(SCC(=O)N3CCN(c4ccccc4)CC3)o2)cc1
  3.1%	8%
CCOc1cccc(NCc2cc3c(C(C)(C)C)nn(-c4ccccc4)c3[nH]c2=O)c1
  -5.0%	nt
COc1ccc(NC(=O)CC2C(=O)N(c3cccc(OC)c3)C(=O)N2CCC(C)C)cc1 (stereo not given)
  -2.1%	nt
O=C(Nc1ccc(NC(=O)c2cccc(Br)c2)cc1)c1ccccc1
  -1.4%	-4%
CCOC(=O)N1CCN(C(=O)c2n[nH]c(=O)c3ccccc23)CC1
  5.3%	-12%
CC(=O)NC1CC(C)(C)N(OC(C)=O)C(C)(C)C1
  0.5%	-14%
CC1CCN(S(=O)(=O)c2cccc(-c3csc(-c4cccnc4)n3)c2)CC1
  -2.6%	nt
O=C(CSc1nc2c(c(=O)n1-c1ccccc1)SCC2)N1CCN(c2ccccc2)CC1
  -1.5%	3%
COc1ccc(Cl)cc1NC(=O)NC1CCCCC1
  -4.3%	nt
CCOC(=O)c1[nH]cnc1C(=O)Nc1cccc(N)n1
  -5.9%	-1%
CCOc1cc(/C=C2/SC(=S)N(C)C2=O)ccc1OCc1ccccc1Cl
  1.7%	-2%
CSCCC(NS(=O)(=O)/C=C/c1ccccc1)C(=O)N1CCC(C)CC1 (stereo not given)
  3.0%	-8%
CC1Cc2ccccc2N1C(=O)C1CCCN1S(=O)(=O)c1ccc(Cl)cc1 (stereo not given)
  -5.8%	-19%
Cn1nc(C(C)(C)C)cc1C(=O)NCc1ccc(N2CCCC2=O)cc1
  2.0%	0%
COc1ccccc1OCCSc1nnnn1C1CCCCC1
  6.4%	nt
CCCNC(=O)C1CC(=O)N(c2ccc(OCC(=O)Nc3cccc(C)c3C)cc2)C1 (stereo not given)
  1.3%	-5%
CCOC(=O)Cn1c(C)cc(=O)c2cccc(C)c21
  0.5%	-13%
CCOC(=O)c1sc(NC(=O)CSc2nnc(C(C)C)n2CC)nc1C
  3.6%	-6%
COc1cc(C(=O)NCc2ccccc2F)cc(OC)c1OC
  -0.4%	0%
O=c1c2c3nc4ccccc4nc3n(Cc3ccccc3)c2ncn1Cc1ccco1
  -6.0%	0%
CCOC(=O)N1CCN(S(=O)(=O)c2ccc3c(c2)CCN3C(=O)CC)CC1
  nt	5%
COc1ccc(C2=C/C(=C/c3ccc(-c4cccc([N+](=O)[O-])c4)o3)C(=O)O2)cc1
  -6.9%	-2%
CC(C)C(NC(=O)CN(c1cccc([N+](=O)[O-])c1)S(=O)(=O)c1ccccc1)C(C)C
  3.0%	1%
CCOC(=O)c1c(CC(C)C)csc1NC(=O)C(C)C
  -1.7%	nt
Cn1c2c(c3ccccc31)CCSC2=O
  2.2%	1%
O=C(CN1C(=O)c2ccccc2C1=O)N1CCCCC1
  3.4%	-5%
Cc1ccc(C(C)C)c(OCC(=O)Nc2cccc(S(N)(=O)=O)c2)c1
  -2.4%	3%
CCOc1ccc(CCNC(=O)Cc2nn[nH]n2)cc1OCC
  3.3%	-5%
COCC(O)CSCc1ccc(Cl)cc1 (stereo not given)
  4.5%	4%
CN(C)CCN1C(=O)C(=O)/C(=C(/O)c2ccccc2)C1c1cccc([N+](=O)[O-])c1 (stereo not given)
  -10%	3%
N#Cc1c(-c2ccco2)nc(SCC(=O)Nc2cccc(Cl)c2)[nH]c1=O
  3.0%	4%
N#Cc1cc(-c2ccccc2)nn1-c1ccccc1
  10%	-6%
O=C(O)Cn1ccnc1
  nt	-15%
CCOC(=O)CN1C(=O)C(O)=C(C(C)=O)C1c1ccc(F)cc1 (stereo not given)
  -5.5%	-3%
Cc1cc(Cl)ccc1OCC(=O)Nc1ccc(F)c([N+](=O)[O-])c1
  8.0%	-1%
CCN1C(=O)NC(c2ccc(SC)cc2)C(C(=O)OCCOC)=C1C (stereo not given)
  -1.8%	2%
CCc1nc(N2CCOCC2)c(C#N)c2c1CCCC2
  0.3%	-6%
CC(C)(C)OC(=O)NC(Cc1c[nH]c2ccccc12)C(=O)NCc1ccccc1 (stereo not given)
  -1.7%	5%
O=C(CSc1nc2sc3c(c2c(=O)[nH]1)CCc1ccccc1-3)c1ccc(Cl)cc1
  0.5%	0%
O=C(CCc1nc2cccnc2n1Cc1ccccc1)NCCc1ccc(Cl)cc1
  5.2%	nt
O=C(NC1CCN(C(=O)NC2CCCCC2)CC1)c1ccco1
  -2.6%	-1%
Cc1ccccc1OCC(=O)Nc1cccc(-c2nc3ncccc3o2)c1
  -3.8%	4%
CC(C)(C)NCC(=O)NCCNc1ccc([N+](=O)[O-])cc1Cl
  3.0%	3%
Cc1cc(=O)[nH]c(N/N=C/c2cccnc2)n1
  -1.1%	-1%
O=C(Nc1ccc(N2CCN(C(=O)c3ccc(Cl)cc3)CC2)cc1)c1cc2ccccc2o1
  -0.6%	nt
CC(C)OC(=O)/C=C(\N)c1ccccc1
  7.4%	1%
COC(=O)C(CC(C)C)NC(=O)CSc1nnc(C)c(=O)[nH]1 (stereo not given)
  -6.0%	2%
CC1=CC=CC2=NC(=O)CC(C)(C(=O)N(CC(=O)NC(C)C)C3CCCC3)N12 (stereo not given)
  0.9%	-8%
CC1CN(C(=O)c2cnn(-c3ccccc3)c2NC(=O)c2cccc(F)c2)CC(C)O1 (stereo not given)
  -4.2%	3%
CC(C)(C)NC(=O)CSC(=Nc1cccc(F)c1)NC#N
  -0.5%	nt
CCOc1ccc(N2C(=O)NC(=O)/C(=C\c3ccc(Br)o3)C2=O)cc1
  -2.2%	22%
Cn1c(-c2cccc(Cl)c2)n[nH]c1=S
  -3.5%	-5%
CC1=C(C(=O)Nc2ccc(Cl)cc2)C(c2ccc(N(C)C)cc2)NC(=S)N1 (stereo not given)
  -4.6%	1%

# Five compounds out of the list above, ordered by their value in MKP-3 inhibition, lowest first:
# Each structure is followed by: Hsp70 inhibitors	MKP-3 inhibition
CC1=CC=CC2=NC(=O)CC(C)(C(=O)N(CC(=O)NC(C)C)C3CCCC3)N12 (stereo not given)
  0.9%	-8%
Cc1cc(=O)[nH]c(N/N=C/c2cccnc2)n1
  -1.1%	-1%
O=C(CSc1nc2sc3c(c2c(=O)[nH]1)CCc1ccccc1-3)c1ccc(Cl)cc1
  0.5%	0%
CC1=C(C(=O)Nc2ccc(Cl)cc2)C(c2ccc(N(C)C)cc2)NC(=S)N1 (stereo not given)
  -4.6%	1%
CC(C)(C)NCC(=O)NCCNc1ccc([N+](=O)[O-])cc1Cl
  3.0%	3%

# (next part)
# Each structure is followed by: Hsp70 inhibitors	MKP-3 inhibition
CCOc1cc(/C=C2/SC(=O)NC2=O)ccc1OCc1ccc(Cl)cc1
  3.8%	-3%
CCOc1cccc(C2C(C#N)=C(N)Oc3cc(C)n(Cc4ccccn4)c(=O)c32)c1OCC (stereo not given)
  -0.6%	-5%
CCOc1ccc2nc(SCC(=O)NCc3ccco3)sc2c1
  2.5%	-7%
C[C@](N)(Cc1ccc(O)c(O)c1)C(=O)O
  2.2%	nt
c1ccc(-c2nc3ccccc3c3nncn23)cc1
  4.0%	3%
O=C(NCCc1ccccc1)C1COc2ccccc2O1 (stereo not given)
  4.1%	0%
CCO/N=C1/CC(c2ccccc2)Cc2onc(C)c21 (stereo not given)
  -3.9%	-3%
COC(=O)c1ccc(/C=C/C(=O)c2ccc(F)cc2)cc1
  2.4%	9%
COc1ccc(NC(=O)C2C(=O)N(CCO)C3(C)CC2c2ccccc2O3)cc1 (stereo not given)
  2.4%	-4%
COc1ccc(C2CC(=O)C3=C(C2)Nc2ccccc2NC3c2cc(F)ccc2F)cc1OC (stereo not given)
  2.3%	1%
O=C(O)CCN1C(=O)c2ccncc2C1=O
  3.3%	0%
COc1ccc(-c2cc(C(=O)Nc3ccc(Br)cc3)c3ccccc3n2)c(OC)c1
  4.3%	1%
COc1ccc(OCCN(C)Cc2ccccc2)cc1
  0.4%	-5%
Cc1ccc(Cl)c(OCCCCN2CCC(C)CC2)c1
  0.3%	1%
CCCCCOc1ccccc1C(=O)NCC(=O)O
  1.2%	-1%
CCCCOc1ccc(NC(=O)CSc2nnc(N)s2)cc1
  -2.2%	3%
COc1cc(CN2CCN(Cc3ccncc3)CC2)cc(OC)c1OC
  0.7%	3%
CCCCN(CCCC)C(=O)CSc1nnc2n(C)c(=O)c3c4c(sc3n12)CCCC4
  4.8%	-6%
O=C1c2ccccc2C(=O)c2c1ccc(C(=O)N1CCCCC1)c2NCCO
  3.2%	nt
COc1ccc(-c2cc(C(F)(F)F)nc(N3CCN(C)CC3)n2)cc1OC
  -5.8%	nt
Cc1ccc(Nc2nnc(SCc3cc(=O)n4ccsc4n3)s2)c(C)c1
  6.4%	-5%
Cc1ccc(-c2noc(CCCc3ccccc3)n2)cc1
  -0.6%	nt
Brc1ccccc1-c1nnc2sc(-c3ccc4c(c3)OCCO4)nn12
  1.4%	-6%
COc1cc(/C=C2/SC(N)=NC2=O)ccc1OCc1ccccc1[N+](=O)[O-]
  -4.4%	49%
O=C1CSC(=O)N1c1ccc(Cl)cc1
  -0.4%	1%
CCC1(C)Cc2c(sc3c2c(=O)n(C)c2nnc(SCc4ccccc4)n32)CO1 (stereo not given)
  -1.2%	-8%
Cc1ccc(CS(=O)(=O)CCC(=O)NCc2cccs2)cc1
  7.8%	2%
O=C(CSc1nc2c(sc3ccccc32)c(=O)n1CCO)NCC1CCCO1 (stereo not given)
  3.6%	-10%
O=S(=O)(c1ccc2c(c1)Cc1cc(S(=O)(=O)N(CCO)CCO)ccc1-2)N(CCO)CCO
  -0.6%	0%
CN1C(=S)SC(N(O)C(=O)Nc2cccc3ccccc23)C1(C)C (stereo not given)
  -0.1%	nt
COc1ccc(C(NC(=O)c2ccco2)c2ccc(OC)c(OC)c2)cc1OC
  -3.0%	0%
CCCn1c(SCC(=O)NC2CCCCC2)nnc1-c1ccncc1
  4.2%	-9%
COC(=O)c1ccc(C2C3=C(Nc4nnnn42)c2ccccc2OC3)cc1 (stereo not given)
  13%	-3%
Cc1ccc(C(=O)Nc2c(-c3cccs3)c(=O)c3ccccc3n2C)cc1
  4.6%	nt
CCOC(=O)C(C)Sc1nc(-c2ccc(OC)cc2)nc2c1c(=O)n(C)c(=O)n2C (stereo not given)
  -0.7%	-7%
O=C(CSc1nnnn1Cc1ccccc1)c1ccccc1
  12%	-8%
CCOC(=O)C(CCOCCOc1c(C)cc(Cl)cc1C)C(=O)OCC
  -2.0%	4%
CCOC(=O)C(C(=O)OCC)C(C)C#CCN1CCCCC1 (stereo not given)
  3.0%	1%
CC1Cc2ccccc2N1S(=O)(=O)c1cccc(C(=O)NCCCO)c1 (stereo not given)
  6.5%	-21%
O=C1CC(N2CCN(Cc3ccccc3)CC2)C(=O)N1c1ccc2c(c1)OCCO2 (stereo not given)
  6.4%	nt
O=C(OCc1nnc(-c2ccccc2)o1)c1ccco1
  4.7%	-13%
COc1ccc(C(=O)NNS(=O)(=O)c2ccccc2)cc1
  2.0%	-5%
CCn1c(CNc2ccc(F)cc2)nnc1SCC(=O)Nc1ccc(OC)cc1
  -1.6%	nt
COc1ccc(C(=O)N(Cc2ccccc2)c2ccccn2)c(OC)c1
  -4.6%	2%
COc1cc(CC(=O)NCc2cccs2)cc(OC)c1OC
  0.7%	nt

# Next part, overlapping the part above by 5 compounds.
# Each structure is followed by: Hsp70 inhibitors	MKP-3 inhibition
O=C(OCc1nnc(-c2ccccc2)o1)c1ccco1
  4.7%	-13%
COc1ccc(C(=O)NNS(=O)(=O)c2ccccc2)cc1
  2.0%	-5%
CCn1c(CNc2ccc(F)cc2)nnc1SCC(=O)Nc1ccc(OC)cc1
  -1.6%	nt
COc1ccc(C(=O)N(Cc2ccccc2)c2ccccn2)c(OC)c1
  -4.6%	2%
COc1cc(CC(=O)NCc2cccs2)cc(OC)c1OC
  0.7%	nt
O=C(Nc1ccc2nn(-c3ccc(F)cc3)nc2c1)c1ccccc1[N+](=O)[O-]
  3.1%	3%
Cc1ccc(C(C(=O)NC2CCCC2)N(Cc2ccco2)C(=O)CCC(=O)Nc2ccccn2)cc1 (stereo not given)
  -2.0%	0%
COc1cccc(-n2nc(C(=O)N3CC(C)CC(C)C3)c3ccccc3c2=O)c1 (stereo not given)
  5.8%	nt
CCNc1nc(Oc2ccc(=O)n(-c3ccccc3)n2)nc(N(C)C)n1
  0.2%	nt
Cc1ccc(Nc2nc(C)c(CCC(C)C)c(=O)[nH]2)cc1
  nt	-7%
COc1ccc2nc(NC(=O)CN(c3ccc(C)cc3)S(=O)(=O)c3c(C)nn(C)c3C)sc2c1
  -11%	-13%
Cc1ccc(Cc2cnc(N)s2)o1
  5.3%	-4%
COc1ccc2c(c1)C(C)=CC(C)(C)N2S(=O)(=O)c1ccc(NC(C)=O)cc1
  4.0%	3%
C/C(Cl)=C\CSc1nnc2n(N)c(=O)c3ccccc3n12
  -0.5%	-6%
CS(=O)(=O)N(Cc1ccccc1)c1ccc(C(=O)NCc2ccc(Cl)cc2)cc1
  -0.6%	0%

# An excerpt; count on the stated rates, not on these rows.
